Screens: PubChem, several laboratories
IEC-6 cytotox: counter-screen for KLF5 inhibitors: cytotoxicity in IEC-6 cells. AID 1825. inhibition, % at 5 µM. IEC-6 cytotoxicity, luminescence viability. 0.78% of 290,000 active; in the data active means inhibition above about 22%;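 further: 0% = plate median of test compound wells and 100% = cytotoxic reference compound wells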
Platelet DG rel: platelet dense granule release activity; human platelet-rich plasma, SFLLRN dense granule ATP release, luminescence; inhibition, %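 (compounds screened at 7.5 µM in platelet-rich plasma)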; 0.22% of 300,000 active; AID 1663;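 active means mean replicate score, as percent of positive control, at or above 50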
KLF5 inhibitor: suppresses KLF5 promoter-driven expression. DLD-1 KLF5 promoter-luciferase reporter, luminescence. inhibition, % at 5 µM. 0.23% of 290,000 active. AID 1700;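 active means inhibition above a per-plate limit of that plate's mean compound inhibition plus 3 SD, cut at about 60% in these data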;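 further: 0% = DMSO wells and 100% = LY294002 at 200 µM; higher means less KLF5 promoter-driven luciferase light; inactives centre near -14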
Dyrk1A ADPGlo: inhibitors of rat Dyrk1A kinase; Q63470; ADP-Glo luminescence, NFATc1 peptide; inhibition, % at 12.5 µM; 0.43% of 310,000 active; AID 504441; in the data active means inhibition above about 50%;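 further: plate controls were vehicle with enzyme for no effect and no enzyme for full effect; many of its hits are not listed in these tables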
aSyn UTR inh: 5' untranslated region of α-synuclein, MLPCN primary screen. alpha-synuclein 5'UTR reporter, inhibitor activity. 0.82% of 300,000 active. inhibition, % (tested at 7.5 µM); in the data active means inhibition above about 60%;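 further: H4 neuroglioblastoma cells stably carrying SNCA 5'UTR luciferase fusion; 0% = DMSO wells and 100% = positive control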
GSK3 alpha inh: inhibitors of human GSK-3 alpha kinase; 0.1% of 320,000 active; ADP-Glo luminescence, 60 min; AID 2650; inhibition, % at 10 µM; P49840;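 in the data active means inhibition above about 50%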;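 further: GST-tagged GSK-3 alpha with peptide substrate and 25 µM ATP; 0% = DMSO neutral wells and 100% = GW8510 positive control wells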
Target sequence (P49840 whole entry, looked up): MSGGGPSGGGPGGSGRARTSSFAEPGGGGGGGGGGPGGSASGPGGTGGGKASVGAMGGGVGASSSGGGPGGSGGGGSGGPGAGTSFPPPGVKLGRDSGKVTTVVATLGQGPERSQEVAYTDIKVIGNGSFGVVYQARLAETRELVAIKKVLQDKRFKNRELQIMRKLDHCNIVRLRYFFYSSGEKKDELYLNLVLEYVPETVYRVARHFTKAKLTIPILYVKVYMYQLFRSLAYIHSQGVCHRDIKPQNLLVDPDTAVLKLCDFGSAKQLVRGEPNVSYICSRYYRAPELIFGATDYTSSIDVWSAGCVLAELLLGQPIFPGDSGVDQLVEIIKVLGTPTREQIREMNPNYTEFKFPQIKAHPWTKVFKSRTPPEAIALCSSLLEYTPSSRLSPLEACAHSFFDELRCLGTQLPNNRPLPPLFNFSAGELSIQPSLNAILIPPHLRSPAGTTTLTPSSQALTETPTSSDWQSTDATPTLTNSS
GSK3B inh: blocks human GSK3beta kinase activity; P49841; GST-GSK3beta kinase, ADP-Glo luminescence, 60 min; hits give low values; activity score (negative = inhibition), % at 10 µM; 0.038% of 300,000 active;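 active means more than half of replicate wells score below -50%, meaning over 50% inhibition versus plate controls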;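 further: 0% = median DMSO wells and -100% = median GW8510 positive control wells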
Target sequence (P49841 whole entry, looked up): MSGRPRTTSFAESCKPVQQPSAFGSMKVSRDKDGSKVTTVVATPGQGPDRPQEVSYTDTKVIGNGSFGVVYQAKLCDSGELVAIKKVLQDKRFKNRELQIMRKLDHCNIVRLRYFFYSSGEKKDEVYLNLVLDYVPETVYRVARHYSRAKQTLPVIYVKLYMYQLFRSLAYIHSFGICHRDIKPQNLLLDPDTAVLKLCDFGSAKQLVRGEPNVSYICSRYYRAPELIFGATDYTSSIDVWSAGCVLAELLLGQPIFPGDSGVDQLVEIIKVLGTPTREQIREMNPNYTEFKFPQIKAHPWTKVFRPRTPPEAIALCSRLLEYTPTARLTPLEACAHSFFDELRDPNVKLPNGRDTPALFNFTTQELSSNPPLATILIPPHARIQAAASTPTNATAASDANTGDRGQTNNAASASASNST
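Test system: GST-fused GSK3beta enzyme, cell-free | Quantity: 1.6 ng GST-GSK3beta enzyme per well | Reagent: 25 µM ATP with peptide substrate | Schedule: 60 min enzyme reaction, room temperature | Signal: Luminescent ADP-Glo measurement of ADP formed | Read-out basis: Score relative to plate controls | Control set: DMSO and 20 µM GW8510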
HSF1 inhib: HSF1 inhibition | NIH3T3-HGL HSE-luciferase, MG132-induced, luminescence 8 h; hits give low values | activity change, negative = inhibition, % at 7.5 µM (by protocol) | 0.77% of 300,000 active | AID 2098;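 active means more than half of replicate wells show activity change below -50%, luminescence cut by over half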;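 further: luciferase reports HSF-1 transcriptional activity via heat shock element; 0% = median of DMSO wells and -100% = zero luminescence signal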
HSF1 activator: increases HSF-1 driven luciferase reporter signal. NIH3T3-HGL HSF-1 luciferase reporter, MG132, 8 h; 100% = twice DMSO control signal. 1.7% of 300,000 active. AID 504408. activation, % at 9 µM;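 active means mean replicate activation of at least 50% with a set share of replicates each reaching 50%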;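 further: 0% = median of the neutral control wells and 100% = twice that signal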
HSP90 refold inh: inhibitors of HSP90 luciferase refolding in rabbit reticulocyte lysate; inhibition, % at 5.6 µM; 0.91% of 290,000 active; luciferase refolding luminescence, 3 h;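 active means inhibition above the screen-wide mean plus 3 SD, computed separately per campaign, cut at about 16% in these data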;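 further: 0% = DMSO wells and 100% = 60 µM geldanamycin wells; inhibitors lower the luminescence because luciferase stays unfolded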
The depositor's hits bear a star; i = inactive; x = not tested or not shown.

SMILES | IEC-6 cytotox | Platelet DG rel | KLF5 inhibitor | Dyrk1A ADPGlo | aSyn UTR inh | GSK3 alpha inh | GSK3B inh | HSF1 inhib | HSF1 activator | HSP90 refold inh
Cc1cc(C)cc(OC(C)C(=O)Nc2ccc3c(c2)n(C)c(=O)n3C)c1 (stereo not drawn) | 3 | 7 | -13 | 7 | 11 | -2 | 0 | -5 | -8 | 1
CCn1nc(C(=O)Nc2cccc(C(F)(F)F)c2)c(Cl)c1Cl | 15 | 1 | 3 | -1 | -27 | -2 | -4 | 4 | 6 | 3
O=Cc1ccc(Oc2ccc(F)cc2)nc1 | -6 | -4 | -17 | -5 | 3 | 6 | 0 | -5 | 3 | -3
O=C(NC(=S)Nc1ccc(CN2CCOCC2)cc1)c1cc2ccccc2o1 | -10 | 4 | -43 | -7 | -34 | -1 | 2 | 10 | 23 | -2
Cn1c(/C=C/c2ccccc2)nc2ccccc21 | 6 | 81* | -58 | 21 | 39 | 23 | -20 | -21 | -5 | 14
Cc1ccc(S(=O)(=O)N2CCN(CC(O)COc3ccccc3)CC2)cc1 (stereo not drawn) | -2 | -3 | -16 | 0 | 35 | -1 | 1 | 3 | -8 | -2
CC(C)OCCCN1CC(=O)N2C(c3cccc([N+](=O)[O-])c3)c3[nH]c4ccccc4c3C[C@H]2C1=O (stereo partly drawn) | -4 | 0 | -12 | -1 | 19 | 0 | 5 | 0 | 0 | -1
Cc1ccsc1/C=N/Nc1nc2ccccc2[nH]1 | 14 | 20 | -155 | 20 | -213 | x | 0 | i | 803* | 6
C=C1CCN(C(C(=O)OC)C(C)C)S(=O)(=O)c2ccc(F)cc21 (stereo not drawn) | x | 0 | x | x | -2 | -2 | 0 | -6 | -14 | x
Cc1cc(C(=O)N/N=C/C=C/c2ccccc2[N+](=O)[O-])c(C)o1 | 6 | 1 | -4 | -3 | 16 | -3 | 1 | -2 | -11 | 0
O=C(C1CCN(S(=O)(=O)c2cccc3cccnc23)CC1)N1CCN(C2CCCC2)CC1 | -3 | -3 | -6 | -6 | 13 | -3 | 5 | -3 | -5 | 3
O=[N+]([O-])c1cccc(-c2ncc3ccccn23)c1 | 0 | -1 | -10 | x | -10 | -1 | 1 | 15 | 34 | 3
CC(C)[C@H](NC(=O)c1ccco1)C(=O)N(C)Cc1ccc(C(F)(F)F)cc1 | 0 | 3 | -26 | -7 | -19 | -1 | x | -2 | 8 | 3
CN(Cc1ccccc1)C(=O)COC(=O)c1cc([N+](=O)[O-])ccc1N1CCOCC1 | x | 5 | x | -5 | 6 | -2 | 2 | -4 | -11 | x
O=C(N/N=C/c1cc(Br)ccc1O)C(=O)Nc1ccccc1OC(F)(F)C(F)F | 8 | 7 | 36 | 2 | 82* | 0 | 1 | 7 | 4 | 2
Cc1cccc(C(=O)NC(C)c2ccc(-n3ccnc3)cc2)c1C (stereo not drawn) | 6 | -2 | -8 | x | 9 | 0 | 1 | -3 | -14 | -1
COc1ccc(N2CCN(CCC(O)c3ccc4ccccc4c3)CC2)cc1 (stereo not drawn) | -2 | -11 | -1 | x | 2 | 0 | 1 | 5 | 7 | 3
CC1=C(C(=O)Nc2ccccc2C(=O)N2CCC(C)CC2)SCCO1 | -3 | 4 | 10 | x | -9 | -1 | -5 | -7 | -8 | 0
Cc1c(CCC(=O)O)c(=O)oc2cc3oc4c(c3cc12)CCCC4 | 2 | 1 | -15 | -1 | 68* | 1 | 0 | -27 | -33 | 2
NC1=NC[C@H](c2ccccc2)N1CC1CCCCC1 | x | 2 | x | -3 | 4 | 2 | -5 | -7 | -13 | x
CCC(C)c1ccc(NC(=S)NCc2ccccn2)cc1 (stereo not drawn) | 2 | -6 | -18 | -2 | -123 | -1 | 3 | -24 | -36 | 4
COc1ccc(CC(=O)NNc2ncnc3c2cnn3Cc2ccccc2)cc1OC | -4 | -15 | -1 | x | -5 | -4 | 0 | -1 | 0 | -1
O=c1cc(CCl)nc2scc(-c3ccccc3)n12 | 2 | -2 | -18 | -1 | -8 | x | 0 | 2 | 12 | 3
Cc1c(/C=C/C(=O)c2ccccc2O)cnn1C | -3 | 9 | -73 | 2 | -227 | -1 | 2 | 19 | 31 | -1
COc1cccc(/C=N/Nc2nc(C)cc(=O)[nH]2)c1OC | -5 | 5 | -31 | x | -79 | -1 | -3 | 1 | 0 | -5
SMILES | IEC-6 cytotox | Platelet DG rel | KLF5 inhibitor | Dyrk1A ADPGlo | aSyn UTR inh | GSK3 alpha inh | GSK3B inh | HSF1 inhib | HSF1 activator | HSP90 refold inh
CCOC(=O)CSc1nnc(CNc2cccc(Cl)c2)n1-c1ccccc1 | 2 | -5 | -21 | 2 | 5 | 0 | 1 | 6 | 20 | 4
OCCCCCN=c1cc(-c2ccccc2)oc2ccc(Cl)cc12 | 9 | -5 | -66 | 3 | i | 1 | -4 | 69 | 98* | -5
O=C(c1ccc2c(c1)OCCO2)N1CCN(Cc2ccccc2)CC1 | 8 | -1 | -10 | -4 | -21 | 0 | 4 | 0 | -1 | 1
CCCN(CCC)S(=O)(=O)c1cc2c3c(c1)CCN3C(=O)CC2 | 3 | 5 | 7 | -2 | -3 | 1 | -3 | 2 | 6 | 0
CC(=O)c1ccc(NS(=O)(=O)c2ccc(CC(C)C)cc2)cc1 | 3 | -2 | -32 | 3 | -27 | -5 | 3 | -4 | 12 | -5
COCCNC(=O)C(=O)c1cc(C)n(-c2ccc([N+](=O)[O-])cc2)c1C | 0 | 6 | -8 | -3 | 12 | -4 | -1 | 9 | 17 | 2
O=C(NCc1ccccn1)Nc1ccc(Cl)c(Cl)c1 | 4 | 1 | -20 | -2 | -42 | 5 | 0 | 9 | 1 | -1
Cc1ccc(C(C)C)c(OCc2nn(CC(=O)c3ccc(OC(F)F)cc3)c3[n+]2CCCCC3)c1 | -1 | -96 | 4 | -2 | 46 | 23 | -2 | -5 | 11 | 11
O=C(NC1CCCCC1)c1ccc2c(c1)OCO2 | 1 | -10 | -72 | -5 | -93 | 1 | 0 | 11 | 14 | 6
CCOc1cc(/C=C2\SC(=S)N(NS(=O)(=O)c3ccccc3)C2=O)ccc1O | 6 | 12 | -14 | -2 | 21 | -2 | -2 | 3 | 8 | 0
CCCCN(C(=O)CSc1nncn1-c1ccccc1)c1c(N)n(Cc2ccccc2)c(=O)[nH]c1=O | -5 | -5 | -9 | -76 | 3 | 7 | -5 | 0 | -1 | -1
CC(C)C(c1nnnn1CC1CCCO1)N1CCN(Cc2ccc3c(c2)OCO3)CC1 (stereo not drawn) | -6 | 12 | -48 | -1 | 6 | -1 | 0 | 4 | -9 | 0
CCC(C(=O)NCCCN1CC(C)CC(C)C1)n1ncn2c(cc3occc32)c1=O (stereo not drawn) | 8 | -6 | -14 | x | 1 | 4 | 1 | -3 | -7 | 2
COc1cccc(-n2cc(C(=O)O)c3ccccc3c2=O)c1 | -2 | 24 | -25 | -3 | 12 | -5 | -2 | -6 | -10 | 3
Cc1ccc(S(=O)(=O)NNC(=O)C2CCN(S(=O)(=O)c3ccc(C)cc3)CC2)cc1 | 0 | 0 | -1 | -6 | 16 | -1 | 2 | 3 | 5 | -1
COc1ccccc1N1CCN(C(=O)CN(c2cc(C)cc(C)c2)S(C)(=O)=O)CC1 | 9 | 5 | 14 | 28 | 41 | 0 | 1 | -3 | -12 | -1
O=C(N/N=C/c1ccc(OC(=O)c2ccco2)cc1)c1ccncc1 | -4 | 3 | -10 | -2 | 8 | 1 | 2 | -2 | 7 | 0
Cc1onc(-c2ccccc2)c1C(=O)/C=C/N(C)C | -2 | 13 | 13 | 4 | -9 | -2 | 4 | 1 | -12 | 2
CC(C)OP(=O)(OC(C)C)C(Nc1ccccc1)c1cccc([N+](=O)[O-])c1 (stereo not drawn) | 2 | -18 | -7 | x | -2 | -4 | 1 | 3 | 23 | -2
COc1ccc(-c2cc(C(F)(F)F)nc(N3CCCCCC3)n2)cc1 | 0 | -3 | -2 | 0 | -4 | -2 | 4 | -4 | 1 | -3
CC(C)CC1=NN2C(=N)/C(=C\c3coc4ccccc4c3=O)C(=O)N=C2S1 | 4 | -1 | -4 | 11 | -4 | x | 2 | 0 | -8 | -3
Cc1cc(C)c(NC(=O)CNC(=O)COC(=O)CNC(=O)c2ccc(Cl)cc2Cl)c(C)c1 | x | -3 | x | 7 | 3 | -1 | -2 | -2 | -14 | x
CC(=O)N1c2ccc(S(=O)(=O)N3CCC(C(=O)Nc4cccc(C)c4)CC3)cc2CC1C (stereo not drawn) | 10 | 14 | 15 | 1 | 34 | -1 | -2 | 4 | 30 | 0
O=C(NNC(=O)c1ccccc1[N+](=O)[O-])c1ccccn1 | 0 | -2 | 5 | x | -4 | -1 | -4 | -6 | -9 | -1

This is a subset; the hit share may differ from the screen's.
